# Bioassay records as filed in PubChem BioAssay.
# mHTT-CaM PPI inh: disrupts binding of mutant huntingtin to calmodulin. 190,000 compounds, 3.6% hits. P42858. AlphaScreen His-mHTT/GST-CaM binding, luminescence. inhibition, % at 15 µM. AID 1671202;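 note: 0% = both proteins with DMSO and 100% = one protein alone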
# Target sequence (P42858 whole entry, looked up, stated change not applied): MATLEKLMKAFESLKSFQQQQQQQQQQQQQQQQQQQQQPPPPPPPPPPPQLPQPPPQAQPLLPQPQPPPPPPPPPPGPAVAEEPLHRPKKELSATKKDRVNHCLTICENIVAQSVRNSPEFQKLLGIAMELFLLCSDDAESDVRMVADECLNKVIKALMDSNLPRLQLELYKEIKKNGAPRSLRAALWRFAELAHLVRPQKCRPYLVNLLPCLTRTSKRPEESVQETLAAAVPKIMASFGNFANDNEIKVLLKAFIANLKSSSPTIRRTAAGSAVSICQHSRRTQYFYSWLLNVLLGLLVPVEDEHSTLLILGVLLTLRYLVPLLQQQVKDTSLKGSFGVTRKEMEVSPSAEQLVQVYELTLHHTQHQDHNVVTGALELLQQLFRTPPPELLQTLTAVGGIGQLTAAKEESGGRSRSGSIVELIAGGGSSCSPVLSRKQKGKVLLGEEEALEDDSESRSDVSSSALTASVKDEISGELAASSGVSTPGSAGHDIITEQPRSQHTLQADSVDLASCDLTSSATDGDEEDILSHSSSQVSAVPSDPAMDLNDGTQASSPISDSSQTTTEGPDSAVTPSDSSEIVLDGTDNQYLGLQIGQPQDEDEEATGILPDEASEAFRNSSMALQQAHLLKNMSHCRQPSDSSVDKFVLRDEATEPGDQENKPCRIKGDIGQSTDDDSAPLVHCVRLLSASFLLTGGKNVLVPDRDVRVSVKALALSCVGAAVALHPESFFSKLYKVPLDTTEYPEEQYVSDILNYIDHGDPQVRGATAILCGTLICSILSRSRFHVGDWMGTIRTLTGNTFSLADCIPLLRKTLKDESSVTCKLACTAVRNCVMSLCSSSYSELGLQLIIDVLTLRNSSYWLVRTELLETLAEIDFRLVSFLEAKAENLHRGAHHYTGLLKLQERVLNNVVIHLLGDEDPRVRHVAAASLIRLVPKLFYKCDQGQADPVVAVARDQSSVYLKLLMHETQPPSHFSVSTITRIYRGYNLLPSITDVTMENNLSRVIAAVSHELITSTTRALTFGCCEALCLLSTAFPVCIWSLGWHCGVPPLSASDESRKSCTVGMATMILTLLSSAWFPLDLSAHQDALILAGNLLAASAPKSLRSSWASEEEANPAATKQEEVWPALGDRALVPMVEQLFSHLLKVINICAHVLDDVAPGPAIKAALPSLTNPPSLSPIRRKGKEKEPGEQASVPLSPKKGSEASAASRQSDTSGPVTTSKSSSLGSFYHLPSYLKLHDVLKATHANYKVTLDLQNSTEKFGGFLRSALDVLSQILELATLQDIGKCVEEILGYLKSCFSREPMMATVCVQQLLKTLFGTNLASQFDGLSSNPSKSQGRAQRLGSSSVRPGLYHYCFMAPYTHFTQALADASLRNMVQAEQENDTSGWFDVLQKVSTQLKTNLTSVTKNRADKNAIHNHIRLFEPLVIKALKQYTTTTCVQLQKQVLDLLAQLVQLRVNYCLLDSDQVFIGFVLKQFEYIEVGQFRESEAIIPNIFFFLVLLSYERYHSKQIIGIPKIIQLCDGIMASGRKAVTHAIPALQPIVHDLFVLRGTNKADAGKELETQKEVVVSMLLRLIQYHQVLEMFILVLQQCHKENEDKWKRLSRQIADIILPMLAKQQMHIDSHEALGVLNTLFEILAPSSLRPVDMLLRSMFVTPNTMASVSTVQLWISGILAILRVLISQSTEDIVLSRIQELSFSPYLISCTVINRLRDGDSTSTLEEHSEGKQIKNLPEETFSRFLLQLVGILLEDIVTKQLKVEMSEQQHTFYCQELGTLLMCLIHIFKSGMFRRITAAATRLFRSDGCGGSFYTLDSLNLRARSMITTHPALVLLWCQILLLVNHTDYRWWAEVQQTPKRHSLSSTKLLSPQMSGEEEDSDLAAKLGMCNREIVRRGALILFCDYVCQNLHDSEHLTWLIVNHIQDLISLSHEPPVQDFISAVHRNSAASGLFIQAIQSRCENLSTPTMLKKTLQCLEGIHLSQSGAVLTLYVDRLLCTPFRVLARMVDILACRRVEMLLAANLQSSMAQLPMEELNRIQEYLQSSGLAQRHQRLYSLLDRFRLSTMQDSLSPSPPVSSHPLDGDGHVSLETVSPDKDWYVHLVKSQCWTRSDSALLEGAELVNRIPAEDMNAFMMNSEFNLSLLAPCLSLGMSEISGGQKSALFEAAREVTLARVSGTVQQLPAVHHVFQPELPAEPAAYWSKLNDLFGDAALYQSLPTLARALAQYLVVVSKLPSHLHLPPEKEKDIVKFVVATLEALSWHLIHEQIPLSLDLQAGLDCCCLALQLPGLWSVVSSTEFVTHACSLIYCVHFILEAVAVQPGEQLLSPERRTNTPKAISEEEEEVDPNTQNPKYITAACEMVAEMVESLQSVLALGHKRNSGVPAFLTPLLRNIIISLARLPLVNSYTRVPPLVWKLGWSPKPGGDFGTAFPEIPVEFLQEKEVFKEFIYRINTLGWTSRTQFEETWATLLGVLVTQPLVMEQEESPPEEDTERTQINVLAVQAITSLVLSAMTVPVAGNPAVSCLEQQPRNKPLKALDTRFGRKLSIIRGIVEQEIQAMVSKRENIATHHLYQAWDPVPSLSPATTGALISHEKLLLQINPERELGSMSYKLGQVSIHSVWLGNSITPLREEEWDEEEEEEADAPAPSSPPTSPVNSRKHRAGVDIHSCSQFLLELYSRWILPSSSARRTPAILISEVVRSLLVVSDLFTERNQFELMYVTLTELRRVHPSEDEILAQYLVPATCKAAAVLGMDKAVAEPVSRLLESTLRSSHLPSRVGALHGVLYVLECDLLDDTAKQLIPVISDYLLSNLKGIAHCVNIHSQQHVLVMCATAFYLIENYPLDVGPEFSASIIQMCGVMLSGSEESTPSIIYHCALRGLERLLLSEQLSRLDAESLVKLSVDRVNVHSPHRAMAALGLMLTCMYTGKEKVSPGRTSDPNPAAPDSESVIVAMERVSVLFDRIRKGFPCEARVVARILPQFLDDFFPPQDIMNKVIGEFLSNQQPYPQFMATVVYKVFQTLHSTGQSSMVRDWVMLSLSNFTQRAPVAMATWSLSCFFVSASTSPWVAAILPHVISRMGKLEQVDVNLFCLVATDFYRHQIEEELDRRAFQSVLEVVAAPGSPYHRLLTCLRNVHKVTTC
# Pf apPOL inh: Pf-apPOL DNA polymerase inhibition | Recombinant Pf-apPOL, molecular beacon fluorescence, 1.5 h | inhibition, % at 10 µM | 210,000 compounds, 0.25% hits | AID 1794808
# Numbers without * were called inactive; x = no result given; & = joins results of further samples. Cut-off read from the data, not from the text of the source: active = inhibition above about 50%; inactive = the rest.
SMILES,mHTT-CaM PPI inh,Pf apPOL inh
CC(=O)Nc1ccc(N2C(=O)C3C4CC(=O)C(c5ccccc54)C3C2=O)cc1 (stereo not drawn),2,-2
CCOC(C)=C(C#N)C(N)=S,x,-8
CC(C)C(=O)Nc1ccc(-c2cnc(-c3ccc(NC(=O)C(C)C)cc3)nc2)cc1,2,1
CSc1nc2ccc(NC(=O)NC(=O)c3ccccc3[N+](=O)[O-])cc2s1,x,-3
CC(C)c1cc(C2CCCN2C(=O)C2CCC2)no1 (stereo not drawn),3,0
O=C1c2ccccc2NC(c2ccccc2)N1c1ccccn1 (stereo not drawn),-15,-11
COCCNc1ncnc2ccc(C)cc12,-4,-5
O=C(COc1ccccc1)N1CCCCC1CCN1CCCCCC1 (stereo not drawn),-1,-9
COC(=O)c1ccc(Oc2c(C(F)(F)F)oc3cc(O)ccc3c2=O)cc1,2,3
CC(=O)Nc1ccc(S(=O)(=O)NC2=NCN(c3ccc(Cl)cc3)CN2)cc1,0,-4
Cc1ccccc1C(=O)N1CCC(C(=O)NCc2csc(-c3cccs3)n2)CC1,11,0
Cc1c(Cl)cccc1NC(=O)c1cc(I)ccc1Cl,-6,-6
CC(C)NC(=O)C1CCN(c2nc3ccc(-c4cccnc4)nc3s2)CC1,0,-2
COc1nc(-n2nc(C)cc2C)nc(-n2nc(C)cc2C)n1,-8&5,64*
COc1ccc(NC(=O)C23CC4CC(CC(C4)C2)C3)c([N+](=O)[O-])c1,10,1
O=C(c1cn(-c2ccc(F)cc2F)c(=O)c2ccccc12)N1CCC(Cc2ccccc2)CC1,61*,-4
CCCc1cc(C2CCCN2C(=O)c2cccc(F)c2)no1 (stereo not drawn),-7,0
CCCCC[C@@H](C)N1C[C@H](COCc2ccccc2)Oc2cc(N3CCC[C@H]3C(N)=O)ccc2S1(=O)=O,22,-5
CC(C)c1cc(C2CCCN2C(=O)c2cccs2)on1 (stereo not drawn),-8,-5
Cc1cccc(C)c1OCC(C)N (stereo not drawn),x,12
O=[N+]([O-])c1cccc(C2=Nc3ccc(Br)cc3ON2)c1,29,-2
COc1ccc(-c2nc(CCNC(=O)c3ccccc3Br)cs2)cc1,-16,-26
CCOc1ccccc1C1CC(=O)Nc2c1c(C)nn2-c1nc2ccccc2s1 (stereo not drawn),-9,-2
Cc1ccc(Cc2c(C)nc3nc(SCC(=O)N4CCOCC4)nn3c2C)cc1,13,-6
Cc1cc(C)cc(C(=O)N2CCC(c3nc(C(=O)N(C)C)c(C)o3)CC2)c1,-3,-1
Cc1ccc(NC(=O)c2cnc(-c3ccccc3)nc2-c2ccncc2)cc1F,0,0
Cc1ccc(N2CC(C(=O)Nc3ccc(Cl)cc3Cl)CC2=O)cc1 (stereo not drawn),-5&2,-5&-10
COCCCN1C(=O)c2ccc(C(=O)Nc3ccc([N+](=O)[O-])cc3)cc2C1=O,2,-6
C=CCc1ccccc1OCC(O)CN1CC(C)OC(C)C1 (stereo not drawn),-3,-11
O=C(Nc1ccc2nn(-c3ccc(F)cc3)nc2c1)c1ccc2c(c1)OCCO2,-3,-2
Cc1cccc(CC(=O)NC2CCCC(O)C2)c1 (stereo not drawn),-4,-9
O=C(CN1CCC(c2nnc(-c3ccc(F)cc3)o2)CC1)NCc1ccco1,-4,-4
N#C/C(=C\c1cccc(Cl)c1)c1nc2ccccc2[nH]1,39,0
COCCNC(=O)C1CC(c2ccccc2OC)=NO1 (stereo not drawn),-1,-6
C=CCOc1ccccc1C(=O)NCCC1=CCCCC1,-30,-2
CC(C)NC(=O)c1c(C(C)C)nn(-c2ccc(Cl)cc2)c1C(C)C,10,-1
O=C(O)C1C2CC3C1C(=O)Oc1ccccc1C1c4sc(=O)[nH]c4SC2C13 (stereo not drawn),-3,2
COc1ccc(OCC2c3cc(OC)c(OC)cc3CCN2C(=O)Nc2ccccc2)cc1 (stereo not drawn),42,-4
CC(=O)c1c(C)nn(CC(O)COc2ccc3ccccc3c2Cl)c1C (stereo not drawn),18,-2
CCOC(=O)N(C)Cc1nc2ccccc2n1Cc1ccccc1F,-3,0
COc1ccc(OC)c(C2=NOC(C(=O)NCc3cccs3)C2)c1 (stereo not drawn),0,2
CCc1cc2c(cc1C=O)OCCO2,-7,17
O=c1[nH]c2ccc(Br)cc2c(-c2ccccc2)c1NS(=O)(=O)c1ccccc1,98*,21
Cc1cc(C(F)(F)F)nn1CC(=O)NCc1ccccc1,-8,-9
Cc1nc(-c2cc(S(=O)(=O)N3CCCCC3)c(C)n2C)sc1C,11,0
Cn1nc(-c2nc(-c3cccc(F)c3)no2)c2c1CCN(C(=O)c1ccc(F)cc1F)C2,6,-3
COc1ccccc1-c1nnc(NC(=O)c2ccc(S(=O)(=O)N3CCOCC3)cc2)o1,16,-4
O=C(NC1CC1)C1CCN(c2ncnc3c2nc2n3CCCCC2)CC1,-4,4
COc1cc(C(=O)Nc2ccc(Cl)cc2)cc(OC)c1OC,-6,-6
Cc1ccc(-c2cn(C3CN(C(=O)C4CCC4)C3)nn2)cc1,3,-2
O=CNC(Cc1ccccc1)C(=O)O (stereo not drawn),-4,0
Cn1c(SCC(=O)c2cccs2)nnc1-c1ccccc1,0,0
CCOc1nccnc1N1CCC(N(C)C(=O)NCCOC)C1 (stereo not drawn),7,-2
Cc1nc2c(C(=O)NCCc3ccccc3)c[nH]n2c(=O)c1Cc1ccccc1F,29,-5
COc1cc(NC(=O)COc2ccc([N+](=O)[O-])cc2)ccc1NC(=O)c1cc2ccccc2o1,-2,-26
O=S(=O)(NCCOc1ccccc1)c1ccccc1Cl,-14,-13
C=CCSc1nnc2c(n1)OC(/C=C/c1ccco1)Nc1ccc(Br)cc1-2 (stereo not drawn),87*,1
CCNc1cc(N2CCC(CCC(=O)N(C)C)CC2)ncn1,3,-6
COc1cc(NC(=O)C2CCc3sc(C(=O)N4CCOCC4)cc3C2)cc(OC)c1 (stereo not drawn),8,-4
c1ccc(-c2csc(Nc3ncccn3)n2)cc1,-5,-4
# More results:
SMILES,mHTT-CaM PPI inh,Pf apPOL inh
COc1ccc(C(=O)Nc2ccc(C)cc2[N+](=O)[O-])cc1Cl,2,-2
O=C1c2ccccc2NC(c2cccc([N+](=O)[O-])c2)N1c1ccc(Cl)cc1 (stereo not drawn),22,-15
COc1ccccc1NC(=O)Nc1c(C)nc2ccc(C)cn2c1=O,-9,-3
COc1ccc(Cc2c(C)nc(C)nc2N2CCN(C(=O)C3CC3)CC2)cc1,9,3
Cc1cccc(C(=O)N2CCC(c3ccn4ncc(C(=O)N5CCOCC5)c4c3)CC2)c1,4,-1
CC(=O)Nc1ccc(N=Cc2ccc(Br)c([N+](=O)[O-])c2)cc1,13,-2
CC(C(=O)O)N(c1ccc(Oc2ccccc2)cc1)S(C)(=O)=O (stereo not drawn),5,2
COc1ccc(-c2nc(-c3ccccn3)no2)cc1OC,5&-2,-11&-5
Cc1ncc(CO)c2cc(C(=O)Nc3ccc(F)cc3F)c(=Nc3ccc(C(N)=O)cc3)oc12,2,6
COc1ccc(OC)c(NC(=O)N2CCOc3ccc(Cl)cc32)c1,26,-1
O=C(CC(c1ccccc1)c1ccccc1)N1CCN(c2cccc(Cl)c2)CC1,84*,-3
O=C1[C@H]2[C@@H]3CCN1CCC[C@@H]2C=C[C@@H]3c1ccc(Br)cc1,18,-4
COc1ccccc1-n1ccn2cc(-c3ccccc3C)nc2c1=O,-1,-6
Cc1nc2c(C(=O)NCc3ccc(F)cc3)cnn2c(C)c1Cc1ccc(F)cc1,51*,-8
CC(C)(C)OC(=O)NCCc1ccccc1/C=C/S(=O)(=O)NCc1ccc(F)cc1,4,-7
O=C(C1CC1)N1CCN(c2cc(Oc3ccc(F)cc3Cl)ncn2)CC1,5,-9
Cc1c(C2=N/C(=C/c3ccc(Cl)cc3)C(=O)O2)cccc1[N+](=O)[O-],-2,-4
COc1ccc(C(=O)C=CNc2ccccc2OC)cc1,7,-5
COc1ccc(NC(=O)C[C@H]2C(=O)N(c3ccccc3)C[C@@H]2CSC)cc1,28,-4
COCCn1cc2c3c(cccc31)CN(C(=O)Cc1ccccc1Cl)CC2,71*,-1

# Profiles as entered above. Values in the order: mHTT-CaM PPI inh	Pf apPOL inh
# Shown for O=C1[C@H]2[C@@H]3CCN1CCC[C@@H]2C=C[C@@H]3c1ccc(Br)cc1 → 18	-4
# Shown for O=C1c2ccccc2NC(c2cccc([N+](=O)[O-])c2)N1c1ccc(Cl)cc1 (stereo not drawn) → 22	-15
# Shown for Cc1c(C2=N/C(=C/c3ccc(Cl)cc3)C(=O)O2)cccc1[N+](=O)[O-] → -2	-4
# Shown for O=C(CC(c1ccccc1)c1ccccc1)N1CCN(c2cccc(Cl)c2)CC1 → 84*	-3

# The listing picks up; the 7 compounds before the break are reprinted first.
SMILES,mHTT-CaM PPI inh,Pf apPOL inh
Cc1nc2c(C(=O)NCc3ccc(F)cc3)cnn2c(C)c1Cc1ccc(F)cc1,51*,-8
CC(C)(C)OC(=O)NCCc1ccccc1/C=C/S(=O)(=O)NCc1ccc(F)cc1,4,-7
O=C(C1CC1)N1CCN(c2cc(Oc3ccc(F)cc3Cl)ncn2)CC1,5,-9
Cc1c(C2=N/C(=C/c3ccc(Cl)cc3)C(=O)O2)cccc1[N+](=O)[O-],-2,-4
COc1ccc(C(=O)C=CNc2ccccc2OC)cc1,7,-5
COc1ccc(NC(=O)C[C@H]2C(=O)N(c3ccccc3)C[C@@H]2CSC)cc1,28,-4
COCCn1cc2c3c(cccc31)CN(C(=O)Cc1ccccc1Cl)CC2,71*,-1
O=C(/C=C/c1ccc(Cl)cc1)Nc1cc2cc(Br)ccc2oc1=O,-1,1
O=C(C1CCN(Cc2ccccc2F)CC1)N1CCOCC1,-6,6
COc1ccc(CNC(=O)C(=O)NCc2ccccc2Cl)cc1,-2,7
O=C(Nc1cccc(Cl)c1)c1cc(S(=O)(=O)NC2CCCC2)ccc1F,-1,-3
CCOCC(=O)N1CCc2nc(-c3ccc(Cl)cc3)ncc2C1,-10,-5
O=C(NCc1cccnc1)C(=O)Nc1ccc(Cl)cc1Cl,x,-5&-15
COCCn1c(C2CCN(C(=O)C3CCCC3)C2)nc2cccnc21 (stereo not drawn),2,-6
O=C(CCC(=O)NNC(=O)C1CC1)NNC(=O)C1CC1,-7,x
CCOC(=O)C1=C(N)Oc2c(oc(CO)cc2=O)C1c1cccnc1 (stereo not drawn),-1,-7
Cc1ccc(C2=NN(C(=O)CCC(=O)O)C(c3cc4cccc(C)c4nc3Cl)C2)cc1 (stereo not drawn),5,1
Cc1ccc(C2CC(=O)NC(SCC(=O)Nc3ccc(Br)cc3)=C2C#N)s1 (stereo not drawn),2,0
O=C1S/C(=C\c2ccccc2)C(=O)N1CNc1cccc(F)c1,1,0
Cc1noc(-c2ccc(NC(=O)c3ccc([N+](=O)[O-])o3)cc2)n1,-4,3
Cc1ccc(N2CC(C(=O)NCC(C)C)CC2=O)cc1Cl (stereo not drawn),1,-1
COC(=O)N1CCc2ccccc2C1C(=O)NCCCn1ccnc1 (stereo not drawn),-11,4
CCSCC1COC(c2cccn2Cc2ccc(F)cc2)=N1 (stereo not drawn),34,-2
Cc1cc(NC(=O)CCCn2cnc([N+](=O)[O-])n2)no1,-1,-8
O=C(O)c1cccc(NC(=O)c2cc3cc(Br)cc(Br)c3oc2=O)c1,0,-7
CCCS(=O)(=O)N1CCN=C1SCc1ccc(Cl)cc1Cl,-46,-4
Cc1ccc(S(=O)(=O)N2CCC(c3nc(C(=O)N4CCCC4)c(C)o3)CC2)cc1C,-1,-1
CC(C)(CC(=O)Nc1cccnc1)Sc1ccc(Cl)cc1,x,-16
CN=c1scc(C)n1N=Cc1c(Cl)cccc1Cl,x,7
O=C(NC1CC2CC1CN2S(=O)(=O)c1cc(F)cc(F)c1)c1cccs1 (stereo not drawn),1,-5
Cc1[nH]nc(SCC(=O)Nc2cccc(Cl)c2C)c1[N+](=O)[O-],10,1
COc1ccc(N=C2NC(=O)C(CC(=O)Nc3ccc(Br)cc3)S2)cc1 (stereo not drawn),45,-1
CC(=O)Nc1cccc(N2CC(C(=O)NC3CCCCCCC3)CC2=O)c1 (stereo not drawn),7,-6
Cc1ccc(CN2CCc3ccccc3C2)o1,-4,-1
NC(=O)C(=Cc1ccco1)C(N)=O,x,1
Cc1ccc(Nc2nc(N3CCCC3)nc3nccnc23)c(C)c1,-8,-5
COc1ccc(C=C2Oc3c(ccc(O)c3CN3CCCCCC3)C2=O)cc1OC,13,-20
O=C(NCc1ccc(-c2cccs2)s1)c1ccc([N+](=O)[O-])s1,x,2
Cc1ccc(-n2ncc3c(=O)[nH]c(SCC(=O)Nc4ccc(Br)cc4)nc32)cc1,-1,1
COc1ccc(CNC(=O)C2CC(=O)N(CCc3ccc(OC)c(OC)c3)C2)cc1 (stereo not drawn),10,0
O=C(NCc1csc(C2CCN(C(=O)Cc3ccc(Cl)cc3)CC2)n1)C1CC1,13,0
Cc1ccc(-n2[nH]c3c(cnc4ccc(C(=O)NC(C)C)cc43)c2=O)cc1C,3,1
CN(C)S(=O)(=O)c1cc(C(=O)O)c(Cl)cc1Cl,-3,4
Cc1cccc(NC(=O)c2ccc(Cn3cncn3)cc2)c1,-9,0
O=C(CCSc1ccc(Cl)cc1)Nc1ccc2c(c1)OCCO2,-10,-4
CCCCCCN1CCS(=O)(=O)N(Cc2ccc(F)cc2)C(C(=O)OC)C1 (stereo not drawn),12,-2
CCCCSc1nnc2n(CCC)c(=O)c3sccc3n12,-2,3
CCC1CCCCN1CC(=O)N1CCCc2c1c(=O)oc1ccc(OCc3ccccc3)cc21 (stereo not drawn),26,-13
O=C1C(Nc2cccc(Cl)c2)=C(N2CCOCC2)C(=O)c2ccccc21,59*,-6
CCOc1ccc(CN2CCc3nc(Nc4ccc5c(c4)OCO5)ncc3C2)cc1OCC,3,-2

# Of the compounds above, 3 contain a cyano group:
SMILES,mHTT-CaM PPI inh,Pf apPOL inh
CCOC(C)=C(C#N)C(N)=S,x,-8
N#C/C(=C\c1cccc(Cl)c1)c1nc2ccccc2[nH]1,39,0
Cc1ccc(C2CC(=O)NC(SCC(=O)Nc3ccc(Br)cc3)=C2C#N)s1 (stereo not drawn),2,0
